Screening results from PubChem BioAssay.
SIAH1 antagonists = blockers of Siah-1 interaction with plectin peptide – biochemical, fluorescence polarization, rhodamine-plectin, uHTS, primary screen (AID 1817); Siah-1 / rhodamine-plectin peptide fluorescence polarization; higher % means a stronger effect; hit rate 0.02% among 290,000; one-dose displacement, % at 20 µM; IC50 in µM for titrated hits;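 active = displacement of at least 50% at 20 µM, with a fluorescence ratio check between 0.3 and a set limit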;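 note: plate controls were Siah plus tracer with DMSO for no effect and tracer alone without Siah for full effect; strong numbers were not always called active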
Yfh1-depleted yeast = mitochondrial function rescue without frataxin homolog – Friedreich's ataxia, plus single-dose screen, dose response (AID 1465); S. cerevisiae Yfh1-off respiration, WST-1 reduction, 72 h; higher fold induction means a stronger effect; fold induction at 50 µM, or EC50 in µM where a hit was titrated; hit rate 0.074% among 220,000;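 active = fold induction of absorbance versus untreated yeast above a set limit, then at least 30% activation at any dose in follow-up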;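 note: activators that raise dye reduction in frataxin-depleted yeast; strong numbers were not always called active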
P. falciparum M17LAP = P. falciparum M17LAP inhibitors, primary screen, biochemical, fluorogenic H-Leu-NHMec substrate, 1536-well (AID 1619). inhibition, % at 30 µM, or IC50 in µM where a hit was titrated. hit rate 0.38% among 220,000. recombinant M17LAP, H-Leu-NHMec fluorogenic kinetic assay; higher % means a stronger effect;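 active = compound inhibiting the enzyme by more than half at any dose during confirmatory dose-response retesting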;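 note: plate controls were full reaction with DMSO carrier for no effect and no enzyme background for full effect; strong numbers were not always called active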
XIAP antagonists = small molecules displacing peptide from XIAP – biochemical, IAP family, fluorescence polarization (AID 1018); XIAP BIR domain, fluorescence polarization peptide displacement; higher % means a stronger effect; displacement, % at 20 µM, or IC50 in µM where a hit was titrated; hit rate 0.007% among 200,000; in the data active = displacement above about 50%; note: a part of the inactive calls stands beside numbers as strong as those of hits
M1AAP inhibition = malaria alanyl aminopeptidase activity blockers – biochemical, fluorogenic H-Leu-NHMec substrate, 1536-well (AID 1445) | recombinant M1AAP, H-Leu-NHMec fluorogenic kinetic assay; higher % means a stronger effect | inhibition, % at 30 µM, or IC50 in µM where a hit was titrated | hit rate 0.42% among 220,000;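 active = primary inhibition above the hit cutoff, then over 50% inhibition at one or more dose response concentrations, cut at about 23% in these data, passing the limit was not always enough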;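 note: plate controls were DMSO full reaction for no effect and no enzyme background for full effect; strong numbers were not always called active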
CSM14.1 death rescue = rescue of cells from ER stress-induced death, primary screen, 384-well, CSM14.1, thapsigargin, ATP luminescence (AID 1222) | cellular ATP content (survival), % at 20 µM, or EC50 in µM where a hit was titrated | 190,000 tested, under 10 active | CSM14.1 thapsigargin-induced death rescue, ATP luminescence; higher % means a stronger effect;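 active = EC50 below 50 µM in the dose-response confirmation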;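 note: death triggered by thapsigargin at about 15 µM added after 2 h compound pretreatment; cell ATP read after overnight thapsigargin exposure of roughly 18 to 22 hours; normalized against plate controls of thapsigargin alone and 5% DMSO vehicle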
PMI inhibition = human PMI inhibitors, high substrate, primary screen, biochemical, fluorescence intensity, high mannose 6-phosphate (AID 1220). recombinant PMI enzyme, coupled fluorescence intensity; higher % means a stronger effect. inhibition, % at 20 µM, or IC50 in µM where a hit was titrated. hit rate 0.66% among 190,000; in the data active = inhibition above about 50%
PhoP inhibition = PhoP-dependent GFP reporter repression – Salmonella Typhimurium, primary screen (AID 1863) | S. Typhimurium PhoP-regulated promoter GFP reporter, 4 h; higher % means a stronger effect | inhibition, % at 50 µM, or IC50 in µM where a hit was titrated | hit rate 0.16% among 300,000;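 active = inhibition over 29.93%, a cutoff 3 SD above the screen mean, later confirmed by dose response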;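 note: 0% = low Mg2+ inducing control and 100% = high Mg2+ repressing control; strong numbers were not always called active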
West Nile antiviral = West Nile virus antiviral activity, cell-based, CPE readout (AID 1621); West Nile virus-infected cells, CPE inhibition; higher % means a stronger effect; CPE inhibition, % at 10 µM, or IC50 in µM where a hit was titrated; hit rate 0.02% among 290,000; in the data active = a potency from the dose series; note: strong numbers were not always called active
Active calls of the source: *; i = inactive; x = no result given; & = joins results of further samples.

#1 NS(=O)(=O)c1ccc(NC(=S)N2CCN(Cc3ccc(Cl)c(Cl)c3)CC2)cc1
#2 CCNc1nc(NCc2ccccc2)nc(SCC(=O)Nc2ccccc2)n1
#3 COc1ccc(C2C(C(=O)c3ccc(C)o3)=C(O)C(=O)N2c2cc(C)on2)cc1OC (stereo unspecified)
#4 CC(=O)NCCOC(=O)Nc1cccnc1
#5 Cn1c2c(c(O)c(-c3ccccc3)c1=O)C(=O)CC(C)(C)C2
#6 CSCCC(NC(=O)COc1ccccc1)C(=O)O (stereo unspecified)
assay / entry	1	2	3	4	5	6
SIAH1 antagonists	6%	-1%	6%	-2%	4%	-4%
Yfh1-depleted yeast	i	i	i	i	i	i
P. falciparum M17LAP	-2%	-4%	32%	2%	20%	-7%
XIAP antagonists	-1.1%	-1.2%	-4.8%	-2.0%	-4.1%	-3.3%
M1AAP inhibition	6%	-2%	5%	1%	0%	6%
CSM14.1 death rescue	-3.0%	4.7%	-0.7%	-0.4%	-0.3%	-0.3%
PMI inhibition	8%	8%	-22%	-8%	-3%	3%
PhoP inhibition	2%	7%	-17%	15%	-7%	-8%
West Nile antiviral	-1.5%	-1.1%	0.5%	-0.4%	0.1%	0.2%

#7 COc1ccc(C(=O)C[n+]2cc(-c3ccc(OC)cc3)n3c2CCCC3)cc1
#8 COC(=O)C1=C(N)OC2=C(C(=O)CC(C)(C)C2)C1c1ccoc1 (stereo unspecified)
#9 Cc1nn2c(NCc3ccccn3)cc(C(C)C)nc2c1-c1ccccc1
#10 Cc1ccc(/C=C/C(=O)NCCCN2CCN(CCCNC(=O)/C=C/c3ccc(C)cc3)CC2)cc1
#11 Cc1ccc(-n2[nH]c(C)c(C=Nc3ccc(C)cn3)c2=O)cc1
#12 CC1CN(C(=O)c2nn(C)cc2[N+](=O)[O-])CC(C)O1 (stereo unspecified)
assay / entry	7	8	9	10	11	12
SIAH1 antagonists	-2%&10%	28%	-3%	2%	2%	2%
Yfh1-depleted yeast	i	i	i	i	i	i
P. falciparum M17LAP	-10%&-3%	3%	2%	8%	-6%	-5%
XIAP antagonists	-1.1%&-7.3%	-1.7%	x	0.9%	0.4%	-6.6%
M1AAP inhibition	-1%&14%	-5%	-7%	-5%	9%	-2%
CSM14.1 death rescue	0.4%&-0.3%	-0.2%	x	-0.3%	-3.1%	-1.4%
PMI inhibition	5%&5%	1%	x	-9%	9%	2%
PhoP inhibition	2%&-6%	5%	-2%	-12%	-7%	-4%
West Nile antiviral	2.6%&-0.2%	0.0%	-1.2%	0.5%	-0.2%	0.1%

#13 CC1CCN(C(=O)Cn2c(SCC(=O)Nc3nccs3)nc3ccccc32)CC1
#14 Cc1cc(C(=S)N2CCOCC2)c(C)n1-c1ccc(F)cc1
#15 Cc1ccc(C(=O)Nc2nc(=O)n(C)s2)cc1
#16 N#Cc1c(N)oc(-c2ccco2)c1-c1ccco1
#17 Cc1c(C(=O)N/N=C/c2ccc(N(C)C)cc2)[nH]c2ccc(Cl)cc12
#18 CCOc1ccc(NC(=S)Nc2cc(-c3ccccc3)[nH]n2)cc1
assay / entry	13	14	15	16	17	18
SIAH1 antagonists	1%	-4%	0%	-2%	1%	0%
Yfh1-depleted yeast	i	i	i	i	i	i
P. falciparum M17LAP	13%	2%	5%	23%	4%	-8%
XIAP antagonists	-0.4%	-9.2%	-1.7%	-4.3%	-5.0%	-1.9%
M1AAP inhibition	8%	2%	4%	17%	1%	9%
CSM14.1 death rescue	-5.2%	2.9%	-3.9%	0.7%	-1.8%	0.2%
PMI inhibition	11%	-13%	2%	34%	8%	1%
PhoP inhibition	6%	1%	-9%	-3%	0%	12%
West Nile antiviral	0.6%	0.2%	0.7%	-0.3%	-0.7%	1.2%

Three of these compounds, set out differently.
15	Cc1ccc(C(=O)Nc2nc(=O)n(C)s2)cc1
  SIAH1 antagonists = 0%
  Yfh1-depleted yeast = i
  P. falciparum M17LAP = 5%
  XIAP antagonists = -1.7%
  M1AAP inhibition = 4%
  CSM14.1 death rescue = -3.9%
  PMI inhibition = 2%
  PhoP inhibition = -9%
  West Nile antiviral = 0.7%
18	CCOc1ccc(NC(=S)Nc2cc(-c3ccccc3)[nH]n2)cc1
  SIAH1 antagonists = 0%
  Yfh1-depleted yeast = i
  P. falciparum M17LAP = -8%
  XIAP antagonists = -1.9%
  M1AAP inhibition = 9%
  CSM14.1 death rescue = 0.2%
  PMI inhibition = 1%
  PhoP inhibition = 12%
  West Nile antiviral = 1.2%
17	Cc1c(C(=O)N/N=C/c2ccc(N(C)C)cc2)[nH]c2ccc(Cl)cc12
  SIAH1 antagonists = 1%
  Yfh1-depleted yeast = i
  P. falciparum M17LAP = 4%
  XIAP antagonists = -5.0%
  M1AAP inhibition = 1%
  CSM14.1 death rescue = -1.8%
  PMI inhibition = 8%
  PhoP inhibition = 0%
  West Nile antiviral = -0.7%

Further compounds.
#19 O=c1[nH]c2ccsc2c(=O)n1CCO
#20 Cc1ccccc1-n1ncc(C(C)NC(=O)c2ccco2)c1C (stereo unspecified)
#21 Cc1nn(CC(=O)c2cccc(Cl)c2)c(C)c1[N+](=O)[O-]
#22 Cc1c(Nc2cc(=O)oc3ccccc23)c(=O)n(-c2ccccc2)n1C
#23 CCN1CCN(c2ccc(NC(=O)c3cnccn3)cc2)CC1
#24 CCCCCCn1c(SCC(=O)c2ccccc2)nc2c1c(=O)[nH]c(=O)n2C
assay / entry	19	20	21	22	23	24
SIAH1 antagonists	1%	2%	5%	4%	14%	2%
Yfh1-depleted yeast	i	i	i	i	i	i
P. falciparum M17LAP	-2%	3%	2%	13%	16%	-4%
XIAP antagonists	x	-2.6%	-3.0%	0.5%	-5.9%	-7.5%
M1AAP inhibition	-2%	0%	8%	1%	4%	2%
CSM14.1 death rescue	x	1.1%	-1.2%	-1.0%	0.1%	x
PMI inhibition	x	-9%	-4%	5%	13%	-7%
PhoP inhibition	-6%	-4%	-2%	-2%	2%	-6%
West Nile antiviral	0.0%	0.2%	-0.2%	-0.2%	0.3%	-0.1%

#25 COCCCN1C(=O)C(=O)/C(=C(/O)c2ccc(OCC(C)C)cc2C)C1c1cccnc1 (stereo unspecified)
#26 Cc1ccc(S(=O)(=O)c2cc3ccccc3nc2N)cc1
#27 CCC(C)(C)NC(=O)CN(Cc1cccs1)C(=O)C(=O)Nc1ccc2c(c1)OCCO2
#28 COc1ccccc1-n1c(C)nnc1SCC(=O)Nc1cccc(C(C)=O)c1
#29 N#Cc1cc2c(nc1SCC(=O)NCc1ccc3c(c1)OCO3)CCCCC2
#30 CCOc1ccc(-c2cc(CCCC(=O)NCc3cccnc3)no2)cc1
assay / entry	25	26	27	28	29	30
SIAH1 antagonists	6%	-5%	0%	-1%	4%	2%
Yfh1-depleted yeast	i	i	i	i	i	i
P. falciparum M17LAP	14%	1%	11%	9%	2%	8%
XIAP antagonists	-0.1%	-4.4%	-2.6%	-3.0%	1.5%	-3.1%
M1AAP inhibition	6%	12%	9%	3%	5%	0%
CSM14.1 death rescue	x	x	-0.3%	-1.1%	0.3%	x
PMI inhibition	2%	-8%	12%	9%	-2%	6%
PhoP inhibition	2%	3%	4%	7%	-10%	2%
West Nile antiviral	-0.3%	-1.0%	0.1%	-0.6%	-0.3%	-0.5%

#31 Cc1ccc2cc(CN(C(=O)c3ccco3)c3ccccc3)c(=O)[nH]c2c1
#32 O=C(O)c1ccc(COc2ccc3c(c2)CCC3)cc1
#33 Cn1cnc2cc(NS(=O)(=O)c3ccc(Br)cc3)ccc21
#34 CCn1c(=S)sc2c(=O)[nH]c(C)nc21
#35 Cc1ncsc1CCOC(=O)c1ccc([N+](=O)[O-])cc1
#36 O=S(=O)(NC1CCCCC1)c1ccc(Br)cc1
assay / entry	31	32	33	34	35	36
SIAH1 antagonists	1%	13%	2%	5%	0%	6%
Yfh1-depleted yeast	i	i	i	i	i	i
P. falciparum M17LAP	4%	-4%	7%	5%	-4%	2%
XIAP antagonists	-6.8%	x	-5.4%	-8.3%	-5.1%	0.0%
M1AAP inhibition	-1%	4%	11%	2%	-2%	4%
CSM14.1 death rescue	-0.3%	x	-3.3%	-2.5%	-2.3%	1.1%
PMI inhibition	7%	x	-6%	6%	-8%	0%
PhoP inhibition	2%	-5%	-3%	-1%	2%	-7%
West Nile antiviral	0.1%	0.1%	0.2%	0.5%	-0.5%	-0.1%

#37 Cc1ccc(C(=O)COC(=O)c2ccncc2)cc1[N+](=O)[O-]
#38 CCOC(=O)N1CCN(Cc2cc(Cl)c3cccnc3c2O)CC1
#39 COc1ccc(-c2ccc(=O)n(CC(=O)Nc3ccc(C(=O)NC4CC4)cc3)n2)cc1OC
#40 CCOc1ccccc1NC(=O)c1ccc(S(=O)(=O)N2CCOCC2)cc1
#41 O=C(C1=C(O)C(=O)N(c2ncccn2)C1c1ccc(Cl)cc1)c1ccco1 (stereo unspecified)
#42 O=C(Nc1cccc(-c2nc3ncccc3o2)c1)c1sc2cc(Cl)ccc2c1Cl
assay / entry	37	38	39	40	41	42
SIAH1 antagonists	6%	-5%	4%	38%	0%	-4%
Yfh1-depleted yeast	i	i	i	i	i	i
P. falciparum M17LAP	8%	8%	1%	-15%	27%	5%
XIAP antagonists	4.8%	-6.6%	-5.6%	-2.2%	-5.1%	-8.7%
M1AAP inhibition	12%	-14%	15%	-2%	6%	1%
CSM14.1 death rescue	14%	31%	-0.7%	0.3%	0.4%	0.8%
PMI inhibition	-7%	12µM*	2%	-8%	-36%	2%
PhoP inhibition	9%	0%	8%	-12%	-5%	9%
West Nile antiviral	-0.3%	0.5%	0.7%	0.1%	0.1%	1.5%

#43 COc1ccc(N2CCN(c3nc(Cl)nc(Nc4ccc(F)cc4)n3)CC2)cc1
#44 COC(=O)c1sc2nc(SCc3ccccc3C#N)n(N)c(=O)c2c1C
#45 COc1ccc(NC(=O)COC(=O)C23CC4CC(CC(Cl)(C4)C2)C3)c(OC)c1
#46 COc1ccc(NCc2nnc(SCC(=O)c3ccc(OC)cc3)n2C)cc1
#47 Cc1ccc2nc(SCc3ccccc3)c(C=O)c(=O)n2c1
#48 O=C(c1ccc(Br)o1)N(c1ccccn1)C1CCCCC1
#49 CN(C)c1ccc(C(=O)/C=C/c2ccc(Br)cc2)cc1
assay / entry	43	44	45	46	47	48	49
SIAH1 antagonists	2%	8%	3%	-1%	-3%	4%	2%
Yfh1-depleted yeast	i	i	i	i	i	i	i
P. falciparum M17LAP	-10%	-12%	-2%	10%	-1%	4%	6%
XIAP antagonists	-0.9%	-0.2%	-4.4%	-6.5%	0.2%	-5.5%	-3.0%
M1AAP inhibition	5%	4%	1%	7%	5%	2%	11%
CSM14.1 death rescue	-2.2%	-0.7%	-0.5%	-1.7%	-0.7%	-2.4%	-0.6%
PMI inhibition	4%	16%	15%	-6%	-5%	11%	7%
PhoP inhibition	-27%	-13%	2%	17%	-10%	-13%	-12%
West Nile antiviral	-1.1%	-0.6%	0.2%	-0.2%	0.4%	-1.0%	-0.3%
